# TTR transcr act – increases transthyretin transcription; SH-SY5Y TTR promoter Gaussia luciferase, luminescence; 100% = recombinant luciferase protein wells; activation, % at 16.7 µM; 1.3% of 92,000 active; AID 1117267;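 active means activation above the mean of all tested compounds plus 3 SD, cut at about 9.5% in these data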;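 further: cells exposed to compounds for one day before reading; 0% = median of all test compound wells on the plate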
# An asterisk follows results filed as active. The list is partial; rates above refer to the full screens.
TTR transcr act	compound
-1.7	COc1ccc(-c2cc(C(=O)N3CCN(C(c4ccccc4)c4ccccc4)CC3)no2)cc1OC
6.0	COCC(=O)Nc1ccc(Br)cc1
-1.1	Cc1ccc(C)c(OCC(=O)Nc2cc(NC(=O)COc3cc(C)ccc3C)cc(C(=O)O)c2)c1
-1.9	CCCCCCCOC1(c2ccccc2)OC(=O)c2ccccc21 (stereo not given)
-1.1	CN(C)CCN(Cc1ccccc1)C(c1cc2ccccc2o1)c1nnnn1C(C)(C)C (stereo not given)
-1.1	CN=C(Nc1cc(C)nn1-c1ccccc1)c1ccc(F)cc1
2.0	O=c1cc(N2CCN(c3cccc(C(F)(F)F)c3)CC2)[nH]c(=O)n1C1CCCCC1
-0.9	CC[C@]12c3[nH]c4cc(CCC(=O)N(C)C)ccc4c3CCN1C(=O)[C@@H](CC(=O)NCCCN(C)C)C[C@@H]2C(=O)N1CCN(C(=O)c2ccco2)CC1
-1.2	O=C(C1CCCN(Cc2ccccc2F)C1)N1CCc2ccccc2C1 (stereo not given)
-1.1	O=C(Nc1nnc([C@@H]2C[C@H](O)[C@@H](CO)O2)s1)c1cccc(Oc2ccccc2)c1
1.0	COc1ccc(OC)c(NC(=O)CSc2nc(=O)n(CCN3CCOCC3)c3c2CCCC3)c1
-1.3	CCCN1C(=O)/C(=C/c2ccncc2)SC1=S
-2.9	Fc1cc(F)c2nc(Nc3nc4cc5c(cc4s3)OCO5)sc2c1
-0.1	Cc1ccc(S(=O)(=O)N2c3ccc(F)cc3C[C@H]2CSc2ccccc2)cc1
0.2	CCOC(=O)C1(C)CCN1C(=O)c1ccc2ccccc2c1 (stereo not given)
1.3	C[C@H](CO)N1C[C@H](C)[C@@H](CN(C)S(=O)(=O)c2ccccc2)Oc2ccc(NC(=O)Cc3ccccc3)cc2C1=O
-1.2	COc1ccc(/C=C2/CN(Cc3ccc(OC)cc3OC)C3=NC(c4ccc5ccccc5c4)CC(=O)N32)cc1 (stereo not given)
0.1	Cc1oc2c(C)c(O)ccc2c(=O)c1-c1nncn1-c1ccccc1
0.0	COc1ccc(OC)c(C(=O)CN2C(=O)C(=O)N(C3CCCC3)C2=O)c1
-1.6	CN(CCO)c1ncnc2nc[nH]c12
6.8	CCn1c(C)nc2cc(C(=O)N/N=C/c3ccccc3C)ccc21
-2.2	COc1cc(SC)ccc1C(=O)Nc1ccncc1
-0.9	Cc1ccc(C)c(OCc2ccc(C(=O)NN)o2)c1
-1.7	COc1ccc(N2c3ccccc3CN(Cc3ccccc3)[C@@H](C)[C@H]2Cc2ccc(-c3ccccc3)cc2)cc1
1.5	NC(=O)N/N=C/c1ccccc1OCc1cccc2ccccc12
3.0	NC(=O)c1cc2c(s1)-c1cc(Cl)ccc1SC2
-0.9	COc1cc(NC(=O)c2ccccc2)ccc1NC(=O)c1cc2ccccc2o1
17*	CCCCn1c(SCC(=O)N2CCc3ccccc32)nnc1-c1ccncc1
-0.3	COc1ccc(/C=N/NC(=O)Cn2cnc3c2c(=O)n(C)c(=O)n3C)c(OC)c1OC
-0.3	COc1ccc(C(=O)N2CCN(CCCc3ccccc3)CC2)cc1OC
0.4	CC(C(=O)NC1CCCC1)N1CCN(Cc2ccccc2)CC1 (stereo not given)
-2.2	Cc1c(NC(=O)C(C)OC(=O)c2cccc([N+](=O)[O-])c2)c(=O)n(-c2ccccc2)n1C (stereo not given)
2.6	CN(c1ccccc1)c1nc(N2CCCC2)nc(-n2ccnc2)n1
-0.4	O=[N+]([O-])c1cc(Cl)ccc1N1CCN(c2cccc(C(F)(F)F)c2)CC1
-1.6	c1ccc(CNC2=NCCC2)nc1
0.1	O=C1N(Cc2ccc(F)cc2Cl)c2ccccc2C12OCCCO2
-0.9	O=S(Cc1ccc(Br)cc1)Cc1nnc(SCc2ccc(Cl)cc2)n1-c1ccccc1 (stereo not given)
-0.2	CCc1cc(=O)oc2cc(OCC(=O)NCCCn3ccnc3)ccc12
-0.5	CN(CC(=O)Nc1ccc(Cl)cc1F)C1=NS(=O)(=O)c2ccccc21
-0.6	Cc1cccc(C2NS(=O)(=O)N=C2N)c1 (stereo not given)
1.2	Cc1cccc(NC(=O)Cn2c(/C=C/c3ccccc3)nc3ccccc32)c1
-1.2	COc1ccc(NCC(=O)N/N=C2\CCCC(C)C2)cc1 (stereo not given)
-0.4	O=C(OCC(=O)N1CCOCC1)c1cccc(S(=O)(=O)N2CCCc3ccccc32)c1
-0.1	COc1cccc(CN(C)C(=O)CCN(c2ccccc2)S(=O)(=O)c2ccc(C)cc2)c1OC
-0.9	O=C(CCc1nnc2ccc(N3CCOCC3)nn12)Nc1ccc(F)cc1F
-0.7	O=C(C1=C[C@H](c2coc3ccccc3c2=O)C[C@H](OCc2ccc(CO)cc2)O1)N1CCN(Cc2ccc3c(c2)OCO3)CC1
1.9	O=C(CCCN1CCOC(c2ccccc2)C1)c1ccc(F)cc1 (stereo not given)
6.1	COc1ccc(CN2CCNC(=O)C2CC(=O)NCCCn2nnc3ccccc32)cc1C (stereo not given)
-1.4	Cc1ccc(Cn2ncc3c(N4CCN(CCc5ccccc5)CC4)ncnc32)cc1
-1.4	COc1ccc(NC(=O)COc2coc(CN3c4ccccc4CC3C)cc2=O)cc1 (stereo not given)
0.1	Cc1csc(SCC(=O)NCCc2ccc(Cl)cc2)n1
-1.0	Cn1c(=O)n(C)c2cc(CNC(=O)[C@H]3O[C@@H](n4ccc(=O)[nH]c4=O)[C@H](O)[C@@H]3O)ccc21
-1.1	CN(CC(=O)NCCc1ccccn1)S(=O)(=O)c1ccc(Cl)cc1
-1.2	O=C(CCOc1ccccc1)Nc1ccc([N+](=O)[O-])cc1
3.3	CC(C)CCNc1nc(N)c([N+](=O)[O-])c(NCCO)n1
-1.4	O=C1C(=Cc2ccco2)C(=O)c2ccccc21

# (cont.)
TTR transcr act	compound
-2.2	O=C(CC1(O)C(=O)Nc2ccc(Br)cc21)c1ccccc1 (stereo not given)
2.7	CCn1nnnc1SCC(=O)NCc1cccs1
-1.3	N#CC12C(=O)NC(=O)C1(C#N)C21CCCC1 (stereo not given)
0.7	CCOC(=O)[C@@H]1[C@H]2COc3ccc(Br)cc3[C@H]2N2C(=O)N(c3ccc(Cl)cc3)C(=O)[C@]12C
0.2	CC(C)(C)CCN1CCC[C@H](NC(=O)COc2ccc(F)c(Cl)c2)C1
-0.6	CCOC(=O)c1c(-n2cccc2)sc2c1CCCC2=O
-2.1	O=C(CSc1cc(Cl)ccc1Cl)N/N=C/c1ccc[nH]1
0.2	Cc1cc(NS(=O)(=O)c2ccc(NC(=O)COc3ccccc3C(C)C)cc2)no1
-0.5	COc1cccc(-n2c(N)cc(=O)nc2SCC(=O)Nc2cc(C)on2)c1
-0.8	COc1ccc(N2C(=O)C(Cc3ccccc3)NC2=S)cc1 (stereo not given)
1.2	CCOc1cc(S(=O)(=O)N2CCN(S(=O)(=O)CC)CC2)c(OCC)cc1-n1cnnn1
0.7	NC(=O)[C@H]1CC2(CC(c3cccc(NC(=O)[C@H]4CCC(=O)N4)c3)=NO2)CN1C(=O)c1ccccc1 (stereo not given in full)
-3.0	C[C@H](NC(=O)c1nc[nH]c1C(=O)N[C@@H](C)C(=O)OCc1ccccc1)C(=O)OCc1ccccc1
-0.6	COc1cc(C)c2c(c1OC)C(=O)CC2
-2.2	O=c1cc(COc2ccccc2[N+](=O)[O-])nc2sccn12
0.0	CCOC(=O)C(=CNc1nc2ccc(C(=O)OCC)cc2s1)C(=O)OCC
1.4	CS(=O)c1ccccc1O (stereo not given)
-0.5	CCc1ccc(C(C(=O)NCc2ccc(F)cc2)N(C(=O)c2csnn2)C2CC2)cc1 (stereo not given)
-1.0	Cc1ccc(S(=O)(=O)NN=C2CC(C)(C)OC2(C)C)cc1
0.1	O=C1NC(=O)C2(CCC(C3CCCCC3)CC2)N1 (stereo not given)
4.0	Cc1c(C(=O)NCCSCc2ccccc2Cl)cccc1[N+](=O)[O-]
-7.5	C=CC[C@@H](CC(=O)N[C@H](CO)Cc1ccccc1)C(=O)N[C@H](COC(=O)[C@@H](CC=C)Cc1ccc(F)cc1)Cc1c[nH]c2ccccc12
2.9	CCOc1ccc(C(=O)C2CCN(C(=O)c3ccccc3C(=O)O)CC2)cc1
0.2	CCN1CCN(S(=O)(=O)c2ccc(S(=O)(=O)NCC3CCCO3)cc2)CC1 (stereo not given)

# Entries listed so far containing a tert-butyl group, in the order listed:
TTR transcr act	compound
-1.1	CN(C)CCN(Cc1ccccc1)C(c1cc2ccccc2o1)c1nnnn1C(C)(C)C (stereo not given)
0.2	CC(C)(C)CCN1CCC[C@H](NC(=O)COc2ccc(F)c(Cl)c2)C1

# The results go on.
TTR transcr act	compound
-0.7	COC(=O)c1ccc(NC(=S)NCCc2cccc(C)c2)cc1
6.9	CCCCOC(=O)CCCN1C(=O)/C(=C2\SC(=S)N(CCCC(=O)OCCCC)C2=O)SC1=S
0.8	O=C1CN(C(=O)NCC(=O)N[C@H](C(=O)O)c2ccccc2)c2ccccc2N1
0.2	Cc1ccc(C)c(N(CC(=O)NCc2ccco2)C(=O)CCC(=O)Nc2ccccn2)c1
2.9	O=C(NCc1ccc(F)cc1)C(c1cccnc1)N(C(=O)c1csnn1)c1ccccc1 (stereo not given)
-1.0	CC(C)(C)OC(=O)N1CCC(c2c(C(=O)O)cnn2-c2ccc(Cl)cc2)CC1
0.9	Cc1ccc(NC(=O)CN2CCC(NC(=O)Cc3ccccc3)CC2)c(C)c1
-1.3	O=C(c1ccc(F)cc1)C1CCN(Cc2cn[nH]c2-c2ccc(F)cc2)CC1

# 7 structures out of the list, ordered by molecular weight, ascending.
TTR transcr act	compound
0.9	Cc1ccc(NC(=O)CN2CCC(NC(=O)Cc3ccccc3)CC2)c(C)c1
-1.3	O=C(c1ccc(F)cc1)C1CCN(Cc2cn[nH]c2-c2ccc(F)cc2)CC1
0.8	O=C1CN(C(=O)NCC(=O)N[C@H](C(=O)O)c2ccccc2)c2ccccc2N1
-1.0	CC(C)(C)OC(=O)N1CCC(c2c(C(=O)O)cnn2-c2ccc(Cl)cc2)CC1
0.2	CCN1CCN(S(=O)(=O)c2ccc(S(=O)(=O)NCC3CCCO3)cc2)CC1 (stereo not given)
0.2	Cc1ccc(C)c(N(CC(=O)NCc2ccco2)C(=O)CCC(=O)Nc2ccccn2)c1
2.9	O=C(NCc1ccc(F)cc1)C(c1cccnc1)N(C(=O)c1csnn1)c1ccccc1 (stereo not given)

# More entries
TTR transcr act	compound
1.8	O=c1ccc(Oc2nc(N3CCOCC3)nc(N3CCOCC3)n2)nn1-c1ccccc1
-2.7	Cc1ccccc1S(=O)(=O)NC(=O)C1(C)CCN1C(=O)CCc1ccccc1 (stereo not given)
1.5	CCCCc1nn(-c2cc(Cl)ccc2OC)c2c1C(=O)CCC2
4.0	COc1ccc(Oc2cccc(Cl)c2CNC(=O)CCC(=O)O)cc1
1.5	O=C1CC(c2ccc(Cl)cc2)Oc2ccc(Cl)cc21 (stereo not given)
2.5	COC(=O)C1(CO)NC(c2cccs2)C2C(=O)N(c3ccccc3)C(=O)C21 (stereo not given)
1.7	CCCC/C=C1/[C@@H](CC)N(Cc2ccc(OC)cc2OC)C2=N[C@H](c3ccccc3)CC(=O)N21
0.0	CC(=O)N1CCN(CC(C)(C)NS(=O)(=O)c2ccccc2)CC1

# Shown as a hit in TTR transcr act, of those listed so far:
TTR transcr act	compound
17*	CCCCn1c(SCC(=O)N2CCc3ccccc32)nnc1-c1ccncc1

# Next section.
TTR transcr act	compound
0.7	CCS(=O)(=O)c1ccc2oc(SCC(=O)N3CCCCC3)nc2c1
0.2	Cc1ncc(CO)c2cc(S(=O)(=O)c3ccc(F)cc3)c(=O)oc12
-1.9	COC(=O)c1ccc(C(=O)Nc2ccc(N)cc2N)cc1
-1.1	O=C(NC1CCS(=O)(=O)C1)Oc1ccccc1 (stereo not given)
0.1	Cc1ccc(NC(=O)CCC(=O)n2nc(C)cc2C)c(C)c1
-0.8	COc1cc2c(cc1OC)C(C)N(C(=O)CCN1C(=O)C3C4C=CC(C4)C3C1=O)CC2 (stereo not given)
-1.8	O=C(Nc1nnc(C2CC2)s1)C1CCCO1 (stereo not given)
0.4	COc1ccc(-c2nc3cc([N+](=O)[O-])ccc3o2)cc1

# A section from further up:
TTR transcr act	compound
-1.1	O=C(NC1CCS(=O)(=O)C1)Oc1ccccc1 (stereo not given)
0.1	Cc1ccc(NC(=O)CCC(=O)n2nc(C)cc2C)c(C)c1
-0.8	COc1cc2c(cc1OC)C(C)N(C(=O)CCN1C(=O)C3C4C=CC(C4)C3C1=O)CC2 (stereo not given)

# Next part:
TTR transcr act	compound
-1.0	CC12CCC(C(=O)NCCCN3CCOCC3)(OC1=O)C2(C)C (stereo not given)
0.3	CN(C)S(=O)(=O)c1ccc(C(=O)OCCn2cnc3c2c(=O)n(C)c(=O)n3C)cc1
-0.8	COc1ccccc1N1CCN(S(=O)(=O)c2ccccc2)CC1
1.2	N#C/C(=C/c1cn[nH]c1-c1cccc(Br)c1)C(=O)O
-3.5	Clc1cc(Br)ccc1OCCOCCOc1cccc2cccnc12
0.3	COc1cc(C(=O)Nc2ccc(N3CCOCC3)cc2)ccc1OCc1c(C)noc1C
0.2	COc1ccc(C(=O)N2CCC(C(=O)NC3CC3)CC2)cc1
-7.2	COCCNc1nc(-n2nc(C)cc2C)nc2sc3c(c12)CCCC3
-0.6	CCOC(=O)C1(NC(=O)CN2C(=O)c3ccccc3C2=O)CCCC1
-0.5	COc1ccc(CC(=O)N(c2ccccc2)c2nc(C)cs2)cc1
7.5	O=c1cc(-c2ccccc2Cl)oc2cc(O)cc(O)c12
-1.9	Cc1ccc(NCC(=O)N/N=C/c2cccc(Oc3ccccc3)c2)cc1
1.9	Cc1cc(Nc2nc(Cl)c(Cl)cc2Cl)n(-c2ccccc2)n1
5.0	Cc1cc(C)cc(NC(=O)OC2CC3CC2[C@H]2CCCCN2[C@H]3Cc2ccccc2)c1 (stereo not given in full)
-0.9	O=C(CCN1C(=O)C2C3C=CC(C3)C2C1=O)Nc1ccccc1F (stereo not given)
-0.3	O=C(Cn1c(=O)[nH]c2ccccc2c1=O)N1CCN(c2cccc(Cl)c2)CC1
-0.1	CN(Cc1ccccc1)C(=O)c1ccc2c(c1)S(=O)(=O)N=C1CCCCCN12
-3.1	Cc1cc(C(=O)N2CCN(C(c3ccccc3)c3ccccc3)CC2)no1
-1.6	CCOc1ccc(Cn2c(=O)sc3ccccc32)cc1

# Assay outcomes as filed in PubChem.
